CHT allo act: allosteric activators of human choline transporter CHT; CHT-expressing cells, membrane potential dye, choline EC20; hits give high values; LV-AA mutant CHT in HEK293 cells; B-score at 10 µM; hit rate 0.49% among 310,000;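 active means initial fluorescence not abnormally high and integrated response B-score, plate-corrected, over 3 SD above library mean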
Target sequence (Q9GZV3 whole entry, looked up): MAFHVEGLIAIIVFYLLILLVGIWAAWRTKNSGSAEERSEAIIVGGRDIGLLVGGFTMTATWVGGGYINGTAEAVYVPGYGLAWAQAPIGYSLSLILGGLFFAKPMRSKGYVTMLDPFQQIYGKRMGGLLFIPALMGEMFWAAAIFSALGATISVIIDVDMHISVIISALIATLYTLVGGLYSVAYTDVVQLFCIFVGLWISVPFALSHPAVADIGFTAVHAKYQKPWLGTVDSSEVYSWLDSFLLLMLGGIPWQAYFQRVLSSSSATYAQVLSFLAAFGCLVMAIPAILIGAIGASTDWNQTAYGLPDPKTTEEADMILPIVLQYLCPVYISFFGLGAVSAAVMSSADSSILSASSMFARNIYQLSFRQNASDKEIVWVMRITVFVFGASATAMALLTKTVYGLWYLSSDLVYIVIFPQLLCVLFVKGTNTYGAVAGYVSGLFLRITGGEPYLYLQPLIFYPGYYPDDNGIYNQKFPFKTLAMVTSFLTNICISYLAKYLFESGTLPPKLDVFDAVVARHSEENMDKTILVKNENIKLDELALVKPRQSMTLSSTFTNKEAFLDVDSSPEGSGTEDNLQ
OX1R antagonist: human HCRTR1 antagonism. O43613. CHO/OX1R cells, Fluo-8 calcium fluorescence, orexin A. inhibition, % at 5 µM. hit rate 0.43% among 330,000. AID 434989;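 active means inhibition above its plate's threshold, mean inhibition of all tested compounds on the plate plus 3 SD, cut at about 37% in these data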;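 further: 0% = orexin A challenge wells and 100% = SB-334867-A antagonist wells; not every result past the cut was called active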
Target sequence (O43613 whole entry, looked up): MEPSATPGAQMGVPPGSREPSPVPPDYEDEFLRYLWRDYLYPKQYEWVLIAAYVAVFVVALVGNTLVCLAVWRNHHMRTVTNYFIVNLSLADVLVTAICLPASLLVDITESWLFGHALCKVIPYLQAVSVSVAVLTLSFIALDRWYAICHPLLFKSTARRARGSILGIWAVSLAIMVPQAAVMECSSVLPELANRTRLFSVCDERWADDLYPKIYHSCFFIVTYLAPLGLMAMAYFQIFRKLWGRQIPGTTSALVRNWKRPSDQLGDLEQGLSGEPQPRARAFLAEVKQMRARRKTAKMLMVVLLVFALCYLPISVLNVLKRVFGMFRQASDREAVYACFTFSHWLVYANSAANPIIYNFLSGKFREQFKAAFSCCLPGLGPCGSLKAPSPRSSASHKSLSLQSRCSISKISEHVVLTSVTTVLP
Starred values were filed as active, the others as inactive; i = inactive; . = no result given.

Results follow in this order: OX1R antagonist | CHT allo act
- COCCSc1nnc(NC(=O)CCS(=O)(=O)c2ccccc2)s1
  -15.7 | i
- COC(=O)Cc1csc(Nc2ccccc2Cl)n1
  -9.6 | i
- CCOC(=O)N1CCN(c2c(-c3ccccc3)c3cc(Cl)ccc3[nH]c2=O)CC1
  -11.8 | i
- Oc1ccc(C[C@@H]2CNC(=S)N2CCCCC2CCCCC2)cc1
  -1.4 | i
- COC(=O)c1ccccc1NC(=O)CC(NCc1ccccc1)C(=O)O (stereo unspecified)
  -9.3 | i
- O=C(Cc1ccc(Cl)cc1Cl)OCC(=O)N1CCN(C(=O)c2ccco2)CC1
  -24.4 | i
- CCCNC(=O)C(=O)c1cccn1-c1ccsc1C(=O)OC
  -14.3 | i
- CCC1Sc2ccc(S(=O)(=O)Nc3ccc(OC)c(OC)c3)cc2NC1=O (stereo unspecified)
  46.4* | i
- O=C(CC(C(=O)O)C1CCCO1)Nc1cccc(C(F)(F)F)c1 (stereo unspecified)
  2.2 | i
- O=C(/C=C/c1ccc2c(c1)S(=O)(=O)N(Cc1ccccc1)[C@H]2CC(=O)N1CCOCC1)N1CCOCC1
  -3.1 | .
- CN(Cc1ccco1)C(=O)c1ccc(S(=O)(=O)N2CCCCCC2)cc1
  -8.4 | .
- O=C(NCCN1CCOCC1)c1ccc(Cl)c(S(=O)(=O)NCc2ccccc2)c1
  5.1 | .
- CCOc1cc(C(=O)OCc2ccc(C(=O)OC)o2)cc(Br)c1OC
  -18.2 | i
- COc1cc(/C=N\NC(=O)c2nonc2N)c(OC)cc1Br
  -4.1 | i
- O=C(Cn1cc2c(n1)CCCC2)NC1CCCCCC1
  -19.8 | i
- O=C(O)c1nccnc1C(=O)Nc1ccc(Cl)cn1
  1.3 | i
- O=C(c1ccc2c(=O)n(-c3ccccc3)c(=S)[nH]c2c1)N1CCN(c2ccccc2)CC1
  -27.9 | .
- Cc1nn(C(=O)c2ccoc2C)c(N)c1-c1ccccc1
  -25.2 | i
- CC(=O)C1=C(C)N(Cc2ccccc2)C(=O)N[C@H]1c1ccco1
  -36.6 | i
- O=C(COC(=O)CNC(=O)c1ccccc1F)NC12CC3CC(CC(C3)C1)C2
  -8.0 | .
- CNC(=S)N/N=C/c1c(C)c(C(=O)c2ccc(F)cc2)n2ccccc12
  -30.5 | i
- CCc1c(O)nc(SCC(=O)Nc2ccc(Br)cc2)n(-c2ccc(C)cc2)c1=O
  -16.6 | i
- COc1ccccc1CN(C)C(=O)c1cc2ccccc2o1
  -22.3 | i
- CC(=O)Nc1cc(NC(C)=O)c(N=Nc2ccccc2)cc1C
  0.2 | i
- COCCNC(=S)N(CCc1c(C)[nH]c2ccc(OC)cc12)Cc1ccco1
  -34.3 | i
- CCN(C(=O)COC(=O)c1cc2ccccc2cc1O)C1CCS(=O)(=O)C1 (stereo unspecified)
  -17.4 | i
- Cc1cc(=O)[nH]c(SCC(=O)N2CCCC2)n1
  -11.0 | .
- Cc1nn(Cc2nc(-c3cccs3)no2)c(C)c1Br
  -27.4 | i
- CCOC(=O)C1C(=O)CC(C)(O)C(C(=O)OCC)C1c1cccc(OC(F)(F)C(F)F)c1 (stereo unspecified)
  -38.5 | i
- Cc1ccc(N2C(=O)Nc3ccccc3S2(=O)=O)cc1Cl
  -15.3 | i
- COc1ccc(NC(=O)NCCN2CCCCC2)cc1
  -10.5 | i
- COCCN(C(=O)C1CCN(C(=O)c2ccccc2C)CC1)c1c(N)n(CC(C)C)c(=O)[nH]c1=O
  -20.6 | .
- O=C(Nc1ccc([N+](=O)[O-])cc1)C1(c2ccccc2)CCOCC1
  -17.9 | i
- O=C(Nc1ncccc1O)c1cccc(S(=O)(=O)N2CCCc3ccccc32)c1
  -25.2 | i
- O=C(CN1C(=O)CCC1=O)Nc1nc(-c2ccc(Cl)s2)cs1
  -23.3 | i
- COc1cc2c(cc1OC)C(C)N(C(=O)c1cc(Cl)nc(Cl)c1)CC2 (stereo unspecified)
  -11.8 | i
- CCOC(=O)c1cc(S(=O)(=O)Nc2cccc(OC)c2)cn1C
  0.5 | i
- CNc1c([N+](=O)[O-])cnn1-c1ccc(Cl)cc1Cl
  -10.8 | i
- CN(C)CC/C=C1\c2ccc(F)cc2Sc2cc(F)c(Cl)cc21
  -1.9 | i
- COc1ccc(Cl)c2sc(N3CCN(C(=O)C4=COCCO4)CC3)nc12
  -10.9 | i
- CCN(CC)c1ccc2nc3ccccc3[n+](CC)c2c1
  0.6 | i
- COC(C(=O)Nc1ccnn1C1CCN(Cc2ccc(C)o2)CC1)c1ccccc1 (stereo unspecified)
  . | i
- O=c1[nH]c(SCc2ccccc2)nc2ccsc12
  -34.0 | i
- CCCc1nc2ccccc2c(=O)n1/N=C/c1ccccc1O
  -1.1 | i
- C=CCOc1ccccc1CN1CCC(C(=O)Nc2cccc(-c3ccn[nH]3)c2)CC1
  -40.4 | i
- Cc1ccccc1Cn1c(=O)n(CCCC(=O)NCc2ccco2)c(=O)c2ccccc21
  -2.3 | i
- CC(=O)N1CCN(C2=NC(=O)C(=C3CCCCC3)S2)CC1
  0.4 | i
- Cc1ccc(N(Cc2cc(=O)[nH]c3ccccc23)C(=O)CCl)c(C)c1
  -21.7 | i
- COc1cc(CNCCO)cc(Br)c1OCc1ccccc1Cl
  3.7 | i
- COc1ccc(C2=Nc3ccc(C)cc3C(c3ccccc3)N2CC(=O)NN)cc1 (stereo unspecified)
  -24.1 | i
- Cc1cc2ccccn2c1C(=O)c1nc(NCc2ccco2)ncc1Cl
  -20.3 | i
- Cc1ccccc1COc1ccc(/C(O)=C2/C(=O)C(=O)N(CCCn3ccnc3)C2c2ccco2)cc1 (stereo unspecified)
  7.6 | i
- CCOC(=O)N1CCN(C(=O)C(=O)Nc2sc3c(c2C(=O)O)CC(C)(C)OC3)CC1
  -17.7 | i
- CCN(CC)S(=O)(=O)c1ccc(N2CCCC2)c(NS(=O)(=O)c2cccs2)c1
  -35.7 | i
- O=C(CN1CCN(c2ccc(Cl)cc2)CC1)c1ccccc1
  -26.9 | i
- COCCNC(=O)c1ccc(CS(=O)(=O)c2ccc(Cl)cc2)o1
  -36.2 | i
- Cc1ccc(/C=N/Nc2ccc(Cl)nn2)cc1
  -4.4 | i
- CCOC(=O)c1[nH]c(C(=O)O)c(OC(=O)CC)c1C
  12.0 | i
- Cc1ccc(S(=O)(=O)NCCCN2CCOCC2)c(C)c1
  -3.0 | i
- Cc1cccc(OCC(=O)Nc2nonc2NC(=O)COc2cccc(C)c2)c1
  -8.3 | i

More entries follow:
Results follow in this order: OX1R antagonist | CHT allo act
- COc1ccc2ccc3c(c2c1)N=CC1(O3)N(C)c2ccccc2C1(C)C (stereo unspecified)
  -28.0 | i
- Cc1cc(C)c(S(=O)(=O)c2ccccc2C)c(OCCN(C)C)n1
  -11.8 | i
- COc1ccc(NC(=O)CN(C)C(=O)c2cnc(Cl)c(Cl)c2)cc1
  -29.4 | i
- O=C(Cc1cccs1)NCc1cc(Cl)cc(Cl)c1
  -16.3 | i
- CC1(CCCN2C(=O)c3ccccc3C2=O)OCCO1
  -10.1 | i
- COc1ccccc1CNC(=O)CN(C)S(=O)(=O)c1ccc(F)cc1
  -3.6 | i
- COC(=O)c1sccc1Oc1ccc(Cl)cc1N1C(=O)CCC1=O
  -13.5 | i
- O=C(CNC(=O)[C@@H]1Cc2ccccc2CN1)NCc1ccco1
  -11.9 | i
- Cc1ccc(NC(=O)Cn2nc(C)c([N+](=O)[O-])c2C)cc1C
  -2.1 | i
- CC(=O)Nc1cccc(C(=O)Nc2ccc(S(=O)(=O)NC3=NCCCCC3)cc2)c1
  -3.2 | i
- CCc1ccc(NC(=O)C(C)OC(=O)Cc2cc(OC)c(OC)c(OC)c2)cc1 (stereo unspecified)
  -34.2 | .
- CC(C)COC(=O)N1C[C@H](O)C[C@H]1C(=O)Nc1ccc(Cl)cc1
  -12.2 | i
- CCCN(CCC)C(=O)c1ccc2c(c1)S(=O)(=O)c1ccccc1C2=O
  -20.6 | i
- Cc1c(CCO)c(=O)n(-c2ccccc2)n1S(=O)(=O)c1ccc(F)cc1
  -12.3 | i
- O=C(NCc1ccccc1)NC1CC2CCC(C1)N2Cc1ccco1 (stereo unspecified)
  -1.3 | i
- Cn1c(Cn2c(=O)sc3ccccc32)nnc1SCc1ccccc1F
  -14.6 | i
- CC(C)(C)C(=O)NCCc1nc2ccccc2n1CC(=O)c1ccc(Cl)cc1
  -25.8 | i
- CCCCCCOc1ccc(/C=c2\s/c(=C(/C#N)C(=O)NCc3ccco3)n(-c3ccccc3)c2=O)cc1
  -5.9 | i
- Cn1c(SCC(=O)Nc2ccc(C(N)=O)cc2)nc2c(c1=O)SCC2
  8.0 | i
- CSc1nsc(SCC(=O)Nc2ccc(NC(C)=O)cc2)n1
  6.1 | i
- CCc1c(C)sc(NC(=S)N2CCN(C(=O)C3CCCO3)CC2)c1C(=O)OC (stereo unspecified)
  . | i
- NC(=O)NC(=O)CSc1ccccc1
  -12.8 | i
- O=C(O)C1=C[C@@H](C2CCCCC2)C[C@@H](OCc2ccc(CO)cc2)O1
  -11.3 | i
- COc1ccc(F)cc1C(=O)C1CCCN(C(=O)C2=C(C)OCCO2)C1 (stereo unspecified)
  -23.6 | i
- COc1cc2c(cc1OC)C(C)N(C(=O)c1cc3c(s1)-c1ccccc1OC3)CC2 (stereo unspecified)
  -23.8 | i
- CCCCNC(=O)c1cc2cc(OC)ccc2[nH]1
  -13.8 | i
- C#CCOCCOCCOCCNc1nc(N2CCN(C(=O)C([C@@H](C)CC)n3cc(C(N)CC(C)C)nn3)CC2)nc(N2CCN(C(=O)[C@H](CCC(=O)O)n3cc(C(N)Cc4ccc(O)cc4)nn3)CC2)n1 (stereo partly specified)
  11.9 | i
- COc1ccc2c(c1OC)C(=O)N(c1ccccc1)C2=O
  -29.6 | i
- CCOC(=O)c1ccc(NC(=O)CCC2COc3ccccc3O2)cc1 (stereo unspecified)
  -11.2 | i
- CCC1(C)Cc2ccccc2-c2nc(NCCO)n(-c3ccccc3)c(=O)c21 (stereo unspecified)
  -11.6 | i

5 compounds out of the list, arranged by formula weight, largest number first.
Results follow in this order: OX1R antagonist | CHT allo act
- CCCCCCOc1ccc(/C=c2\s/c(=C(/C#N)C(=O)NCc3ccco3)n(-c3ccccc3)c2=O)cc1
  -5.9 | i
- Cc1c(CCO)c(=O)n(-c2ccccc2)n1S(=O)(=O)c1ccc(F)cc1
  -12.3 | i
- COC(=O)c1sccc1Oc1ccc(Cl)cc1N1C(=O)CCC1=O
  -13.5 | i
- CCOC(=O)c1ccc(NC(=O)CCC2COc3ccccc3O2)cc1 (stereo unspecified)
  -11.2 | i
- O=C(CNC(=O)[C@@H]1Cc2ccccc2CN1)NCc1ccco1
  -11.9 | i

Next part
Results follow in this order: OX1R antagonist | CHT allo act
- CC(C)(C)OC(=O)C[C@@H]1C/C=C\C[C@@H](CC(=O)N[C@H](CO)Cc2ccccc2)C(=O)N2CCC[C@H]2COC1=O
  6.4 | .
- Cc1cccc(OCC(=O)Nc2ccc(S(=O)(=O)Nc3onc(C)c3C)cc2)c1C
  -8.5 | i
- COc1ccccc1CCNC(=O)C(=O)NCC1OCCN1S(=O)(=O)c1ccc([N+](=O)[O-])cc1 (stereo unspecified)
  -25.0 | i
- CCC(=O)Nc1ccc2c(c1)N(C(C)=O)c1ccccc1CC2
  -4.5 | i
- N#Cc1ccc(OCC(=O)N/N=C/C2CC=CCC2)cc1 (stereo unspecified)
  -24.9 | i
- COc1ccc(-c2cc(-c3ccc(N)cc3)nc(N)c2C#N)cc1OC
  9.6 | i
- O=C(COC(=O)c1ccc(Cl)c(S(=O)(=O)N2CCCCC2)c1)NCC1CCCO1 (stereo unspecified)
  -23.2 | i
- NS(=O)(=O)c1ccc(NC(=O)COC(=O)COc2ccccc2)cc1
  -7.4 | i
- Cc1sc2ncnc(NCC(c3ccccc3)N(C)C)c2c1C (stereo unspecified)
  -27.1 | i
- O=c1c2ccccc2nc(/C=C/c2ccc(Br)cc2)n1CCCO
  -35.6 | i
- COc1ccc(/C=N/NC(=O)c2cccc(Br)c2)cc1CSc1ccccn1
  -18.0 | i
- Cc1ccc(C)c(NC(=O)CSc2nnc(-c3n[nH]c4ccccc34)o2)c1
  -15.5 | i
- C=CCNc1nnc(SC2CC(=O)N(c3ccc(OC)cc3)C2=O)s1 (stereo unspecified)
  -20.7 | i
- CCN(CC)c1ccc(-n2c(C)cc(C=O)c2C)cc1
  -23.5 | i
- COCCNC(=O)/C(C#N)=C/c1cc(C)n(C2CCCCC2)c1C
  -20.8 | i
- CCOc1ccc2oc(C(=O)NC(C)(C)CC)c(C)c2c1
  -35.1 | i
- CC1=NN(C(=O)COc2cc(C)ccc2C(C)C)C(O)(c2ccccc2)C1 (stereo unspecified)
  -38.0 | i
- CCOC(=O)Cn1c(=O)oc2cc(S(=O)(=O)N(C)Cc3ccco3)ccc21
  -12.0 | i
- COc1ccc(OC)c(S(=O)(=O)N2CCN(CC(O)COc3ccc(C#N)cc3)CC2)c1 (stereo unspecified)
  -11.4 | i
- CNS(=O)(=O)c1cccc(C(=O)OCC(=O)C23CC4CC(CC(C4)C2)C3)c1
  7.7 | i
- CC(NC(=O)COc1ccc(/C=N/NC(=O)CO)cc1)c1ccccc1 (stereo unspecified)
  -3.6 | i
- O=C(Nc1nc(-c2cccnc2)cs1)c1ccc([N+](=O)[O-])cc1
  -5.0 | i
- Cc1nc(N2CCOCC2)[nH]c(=O)c1C(O)C(Cl)(Cl)Cl (stereo unspecified)
  -6.0 | i
- COCCCNC(=O)c1cc(C(=O)c2ccccc2Br)c[nH]1
  1.2 | i
- Cc1[nH]n(-c2ccccc2)c(=O)c1/C=N/NC(=O)c1cccc(F)c1
  -18.1 | i
- CCOC(=O)c1cc(-c2ccccc2)sc1NC(=O)COC(=O)c1cccc(S(N)(=O)=O)c1
  -11.9 | i
- COc1ccc(NC(=O)CN2CCN(C3c4ccccc4-c4ccccc43)CC2)cc1
  -19.3 | i
- CCOC(=O)C(NC(=O)CC)(Nc1ccc(S(=O)(=O)Nc2onc(C)c2C)cc1)C(F)(F)F (stereo unspecified)
  -1.6 | i

Compound activity deposited in PubChem by several laboratories.
